Screens (PubChem BioAssay)
KDM5B inhibitor: inhibitors of human KDM5B histone demethylase; actives 2.6% (n = 220,000); KDM5B demethylase, FDH-coupled NADH fluorescence (FDH is formaldehyde dehydrogenase); Potency, µM (top dose mostly 57.7 µM), without a hit: top-dose activity change, negative = inhibition, hits mostly inhibitors; active = well fitted inhibition curve with a large enough effect; inconclusive = small, poorly fitted or top-dose-only effect; inactive = no such curve, though single readings can be large or run the other way; also: 0% is about no effect; nearly all actives have a fitted effect of over 70% in size
Target sequence (Q9UGL1 whole entry, looked up): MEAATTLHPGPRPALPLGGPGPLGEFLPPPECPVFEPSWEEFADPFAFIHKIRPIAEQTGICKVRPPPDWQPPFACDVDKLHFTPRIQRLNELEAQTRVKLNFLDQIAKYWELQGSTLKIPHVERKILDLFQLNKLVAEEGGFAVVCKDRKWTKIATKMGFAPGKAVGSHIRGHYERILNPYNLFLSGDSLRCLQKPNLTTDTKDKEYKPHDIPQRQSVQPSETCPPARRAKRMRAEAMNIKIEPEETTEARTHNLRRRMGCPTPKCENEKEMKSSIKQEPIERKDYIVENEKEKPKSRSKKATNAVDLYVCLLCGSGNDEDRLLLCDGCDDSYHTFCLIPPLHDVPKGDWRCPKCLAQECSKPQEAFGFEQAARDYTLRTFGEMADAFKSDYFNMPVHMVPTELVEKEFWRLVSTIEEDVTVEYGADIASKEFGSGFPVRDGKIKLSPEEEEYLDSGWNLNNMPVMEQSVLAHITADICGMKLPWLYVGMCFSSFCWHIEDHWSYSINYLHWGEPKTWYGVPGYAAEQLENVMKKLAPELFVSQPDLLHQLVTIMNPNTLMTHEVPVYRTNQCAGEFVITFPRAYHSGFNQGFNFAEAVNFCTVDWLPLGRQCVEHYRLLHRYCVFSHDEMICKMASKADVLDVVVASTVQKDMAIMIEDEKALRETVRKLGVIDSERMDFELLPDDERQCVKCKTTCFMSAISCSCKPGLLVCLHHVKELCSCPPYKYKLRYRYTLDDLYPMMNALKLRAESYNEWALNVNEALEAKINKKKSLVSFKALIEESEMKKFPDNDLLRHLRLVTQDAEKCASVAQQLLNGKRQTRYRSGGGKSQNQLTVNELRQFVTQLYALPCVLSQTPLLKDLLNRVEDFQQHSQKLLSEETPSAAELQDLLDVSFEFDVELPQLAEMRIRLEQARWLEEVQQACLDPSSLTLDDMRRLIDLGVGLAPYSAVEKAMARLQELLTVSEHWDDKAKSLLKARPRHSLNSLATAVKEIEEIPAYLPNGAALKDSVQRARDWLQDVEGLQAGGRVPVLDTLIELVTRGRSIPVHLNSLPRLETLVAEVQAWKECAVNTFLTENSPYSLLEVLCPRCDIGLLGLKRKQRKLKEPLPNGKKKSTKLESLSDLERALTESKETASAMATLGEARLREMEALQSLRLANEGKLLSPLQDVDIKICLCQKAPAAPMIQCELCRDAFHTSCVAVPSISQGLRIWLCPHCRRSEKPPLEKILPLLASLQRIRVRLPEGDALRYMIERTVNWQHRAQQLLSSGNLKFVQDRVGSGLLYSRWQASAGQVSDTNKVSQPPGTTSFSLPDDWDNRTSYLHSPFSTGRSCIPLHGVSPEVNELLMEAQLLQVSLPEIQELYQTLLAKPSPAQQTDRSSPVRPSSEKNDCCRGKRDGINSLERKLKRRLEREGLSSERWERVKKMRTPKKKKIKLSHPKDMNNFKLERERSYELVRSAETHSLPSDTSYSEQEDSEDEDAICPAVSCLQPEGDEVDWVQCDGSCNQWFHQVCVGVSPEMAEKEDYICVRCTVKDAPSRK
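Inhibition is measured as reduced NADH fluorescence generation from FDH coupling to formaldehyde release. Truncated KDM5BΔAP at 200 nM final acts on H3K4me3 peptide (12.5 µM in substrate mix) in pH 7.5 HEPES buffer with Tween-20, 30 min, room temperature.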
Active calls of the source: *; i = inactive; ? = inconclusive; [ ] = remark or other dose. Potency is read from the fitted curve at half-maximal effect.

smiles | KDM5B inhibitor
COc1cccc(NC(=O)Cn2nc(C)c3c(C)n(-c4ccccc4)nc3c2=O)c1 | ?
O=C(Nc1cccc(C(F)(F)F)c1)c1cc(-c2ccc[nH]2)n[nH]1 | -18%
CN(CC1CCOC1)C(=O)c1ccc(F)cc1F (stereo not drawn) | 13%
O=C(c1ccc2c(c1)OCO2)N1CCN2C(=O)N(Cc3cccnc3)C[C@H]2C1 | -4%[86.2 µM]
O=C(O)C1COCCO1 (stereo not drawn) | -12%
C=CCn1c(SCc2coc(-c3ccc(C)cc3C)n2)nnc1C1CCS(=O)(=O)C1 (stereo not drawn) | 21%
Cc1cccc(C)c1NC(=O)CN1CCN(Cc2csc(-c3cccc(Br)c3)n2)CC1 | -24%
CCOc1ccccc1NC(=O)NC1CCN(c2nc(C)cc(C)n2)CC1 | 0%
CC(C)CN1C(=O)c2cccn2CC1C(=O)NCc1cc(F)ccc1F (stereo not drawn) | -10%
Cc1onc(-c2c(Cl)cccc2Cl)c1C(=O)N[C@@H]1C(=O)N2[C@@H]1SC(C)(C)[C@@H]2C(=O)O | -9%
CCOc1ccc(C(=O)c2cn(CC(=O)Nc3ccc4c(c3)OCCO4)c3ccc(OC)cc3c2=O)cc1 | 2%
COCCNC(=O)c1ccc(OC2CCN(Cc3cccc4nonc34)CC2)c(Cl)c1 | 13%
c1cc(-c2cc(-c3cn[nH]c3)cn3cncc23)ccn1 | ?
Cc1cccc(NC(=O)CSc2ncc3c(n2)-c2ccc(Cl)cc2N(C)S3(=O)=O)c1 | -9%
O=C(NCC1CC1)c1cccc(OC2CN(C3CCCCC3)C2)c1 | -22%
CCN(c1ccc(OC)cc1)S(=O)(=O)c1nnc(NC(=O)c2ccccc2Cl)s1 | ?
COCCN1CCCCCC(O)c2cc(C(=O)NCCCc3ccccc3)ccc21 (stereo not drawn) | ?
CCOc1ccccc1NC(=O)Cn1nc(N2CCN(c3ccccc3)CC2)ccc1=O | -2%
COc1ccc(-c2nc(CSCC(=O)NCc3cccnc3)c(C)o2)cc1OC | 18%
Cc1ccc2nc(SC(Cc3cc(Cl)ccc3Cl)C(=O)O)[nH]c2c1 (stereo not drawn) | -16%
CC(C)(/C=N/O)/[N+]([O-])=C/c1ccc(Cl)cc1Cl | -8%
C=CCNC(=O)N[C@H]1C[C@@H](C(=O)N[C@@H](CCS(C)(=O)=O)C(N)=O)N(C(=O)CSC)C1 | 30%[activator]
COc1ccc(-c2cc(N3CCCC(NC(=O)c4ccccc4)C3)n[nH]2)cc1 (stereo not drawn) | ?
Cc1ccc(-c2cnc(SCC(=O)Nc3ccc(Br)cc3)o2)cc1C | 9%
O=C(c1cccc(F)c1)N1CCN(c2cc(-c3ccc(Cl)cc3)[nH]n2)CC1 | -14%

Some of these compounds in order of their number in KDM5B inhibitor, high to low:
smiles	KDM5B inhibitor
CCOc1ccc(C(=O)c2cn(CC(=O)Nc3ccc4c(c3)OCCO4)c3ccc(OC)cc3c2=O)cc1	2%
Cc1onc(-c2c(Cl)cccc2Cl)c1C(=O)N[C@@H]1C(=O)N2[C@@H]1SC(C)(C)[C@@H]2C(=O)O	-9%
CC(C)CN1C(=O)c2cccn2CC1C(=O)NCc1cc(F)ccc1F (stereo not drawn)	-10%
O=C(O)C1COCCO1 (stereo not drawn)	-12%
O=C(Nc1cccc(C(F)(F)F)c1)c1cc(-c2ccc[nH]2)n[nH]1	-18%
Cc1cccc(C)c1NC(=O)CN1CCN(Cc2csc(-c3cccc(Br)c3)n2)CC1	-24%

Next section.
smiles | KDM5B inhibitor
COc1ccc(CN2CCNC(=O)C2CC(=O)NC(C)(C)CO)cc1OC (stereo not drawn) | 24%
COc1ccc(-c2cc3c(=O)n(CCNC(=O)c4ccc5c(c4)OCO5)ccn3n2)cc1 | 6.3µM*
S=C1SCN(Cc2ccco2)CN1Cc1ccco1 | 51%[activator]
O=C(Nc1ccc(Cl)cc1)c1nc2ccccc2nc1N1CCOCC1 | -13%
CCCc1cnc2c(c1SCC(=O)Nc1cccc(C)c1C)c(=O)n(C)c(=O)n2C | 8%
COc1ccc(-c2nc(-c3ccccc3)nc3c2CN(C(=O)N(C)C)CC3)cc1 | ?
CCC(=O)OCc1cnc(C)c2oc(=O)c(C(=O)Nc3ccc(CC)cc3)cc12 | 5%
COc1cc(OC)c(C(=O)OCCCOC(=O)c2cc(OC)c(OC)cc2OC)cc1OC | 20%
COc1ccc(C(=O)NC(=S)Nc2ccc(N3CCN(C(C)=O)CC3)cc2)cc1[N+](=O)[O-] | ?
Cc1ccc(NC(=O)CC2CC3CCC2C3)cc1 (stereo not drawn) | 30%
COc1cccc(CN2CCC3(CC2)CN[S+](=O)([O-])c2ccccc2N3)c1 | 13%
CN(C)CCNC(=O)c1nc2nc(-c3ccccc3)c(-c3ccncc3)cc2n1C | 22µM*
Cc1c(-c2ccccc2)nc2ccccc2c1C(=O)OCC(N)=O | -2%
Cc1nn(C(=O)c2ccccc2F)c(C)c1S(=O)(=O)N1CCCCCC1 | -12%
Cc1ccc(CCNC(=O)Cn2ncc3c([nH]c4ccc(C)cc43)c2=O)cc1 | ?
CCOC(=O)c1cccc(NC(=O)c2cnc(-c3ccc(C)cc3)nc2-c2ccncc2)c1 | -22%
Cc1cccc(-c2nc(CSc3nc4c(c(=O)[nH]3)CCC4)c(C)o2)c1 | 4%
CC(C)CCn1nc(C(=O)OCC(=O)NC(C)c2ccccc2)c2ccccc2c1=O (stereo not drawn) | 3%
Cc1nc2c(c(-c3ccc(O)cc3)n1)CN(Cc1ccc(OC(F)(F)F)cc1)CCC2 | -6%
COc1ccc2[nH]c3c(c2c1)CCN(C)C31CCN(C(=O)c2ccsc2)CC1 | ?
NC(=O)c1nsc(C(=O)N(c2ccccc2)C(C(=O)NCc2ccc(F)cc2)c2ccco2)c1N (stereo not drawn) | 102%[activator]
Cc1cc(OCCN2CCOCC2)c(C)c2c1CC[C@@H]([C@H](C)C(=O)NC(C)(C)C)C2 | -20%[86.2 µM]
O=C(NC1CC(=O)N(c2ccccc2)C1)c1cccs1 (stereo not drawn) | 6%
O=C(NCc1ccco1)C1CC(=O)N(c2n[nH]c3cccc(F)c23)C1 (stereo not drawn) | 4%
O=C1N(CCC2CCOC2)c2ccccc2NC12CCNCC2 (stereo not drawn) | ?
O=C(Nc1ccc2ncnc(N3CCCCC3)c2c1)c1cc(F)ccc1F | -2%
CC[C@H]1CN(C(=O)Nc2cccc(C(F)(F)F)c2)CC[C@H]1CC(=O)NCc1ccc(OC)cc1 | -2%
Clc1cccc(N2CCN(c3nc4ccccc4n4nnnc34)CC2)c1 | ?
Fc1ccc(CN2CCn3c(nnc3-c3ccncc3)C2)cc1 | 13%[149 µM]
O=C(NCC1Cn2cccc2C(=O)N1Cc1ccccc1)C1CCOCC1 (stereo not drawn) | 3%
CC(C)CCNC(=O)Cn1ccn2nc(-c3ccccc3)c(CO)c2c1=O | ?
COc1ccccc1/C=C/C=C(/C#N)C(=O)Nc1cc(C(F)(F)F)ccc1Cl | -16%
Cc1ccc(-c2nc3ccccc3[nH]2)cc1NC(=O)COc1ccc(Cl)cc1Cl | ?
O=C(CCCCCn1c(=O)c2sccc2n(CC(=O)Nc2cc(C(F)(F)F)ccc2Cl)c1=O)NCc1ccccc1Cl | -2%
NC(=O)c1ccc(NS(=O)(=O)c2ccccc2[N+](=O)[O-])cc1 | 16%
CS(=O)(=O)Nc1ccc(-c2csc(N3CCCC3)n2)cc1 | -19%
COC(=O)c1ccc(OCC2c3cc(OC)c(OC)cc3CCN2C(=O)Cc2ccccc2)cc1 (stereo not drawn) | -21%
Cc1cccc2c1-c1sc(C(=O)NCCc3ccc(Cl)cc3)cc1CO2 | ?
N#C/C(=C\c1ccc(O)cc1)c1nc2ccccc2o1 | -10%
Cc1ccccc1-c1nc2cc(NC(=O)COc3ccc(F)cc3)ccc2o1 | ?
Cc1noc2c(-c3ccc(N4CCOCC4)cc3)cc(-c3ccccc3)nc12 | ?
O=C(Nc1cccc(C(F)(F)F)c1)c1nc2c(o1)CCN(Cc1ccc(F)cc1)CC2 | 40µM*
CC(C)Oc1ccc(CNC(=O)c2ccc3nc(C(C)C)oc3c2)cc1 | 5%
Cc1ncsc1CN1C(=O)CO[C@H](c2ccc(NC(=O)c3cccnc3)cc2)[C@H]1CO | 14%
COc1ccc(-c2cc(N3CCC(NC(=O)c4cccc(OC(F)(F)F)c4)C3)n[nH]2)cc1 (stereo not drawn) | -35%
CC(C)N1CCN(C(=O)c2ccc3c(c2)C(O)CCCCCN3C)CC1 (stereo not drawn) | -12%
Cc1ccc(Cl)cc1NC(=O)CSc1nc2ccccc2nc1Cc1ccccc1 | -11%
COc1ccc(Cl)cc1Nc1ncnc2c1c(-c1ccccc1)cn2-c1cccc(C(F)(F)F)c1 | -11%
Cc1ccc2cccc(NC(=O)COc3ccc(Cl)cc3)c2n1 | 5%
Cc1nc2nc(C)c(CCC(=O)NCCc3ccccc3)c(C)n2n1 | -5%

(further entries)
smiles | KDM5B inhibitor
COC(=O)c1ccc(C(=O)NCC2(c3ccccc3)CC2)cc1 | -3%
Cc1ccc(CNC2CC2)cc1 | 27%
CCN(CCNC(=O)c1cc2ccccc2oc1=O)c1cccc(C)c1 | -9%
O=C(NCc1cccnc1)[C@@H]1C[C@@H](O)CN1C1CCN(C(=O)Cc2ccccc2)CC1 | -26%
Cc1ccc2nc(-c3ccc(Cl)cc3)cc(C(=O)OCC(=O)c3ccccc3)c2c1 | -33%
Cc1ccc(C(=O)N2CCC3(CC2)NC(=O)N(c2ccc(F)cc2)N3)s1 | -8%
CN1CC(=O)N(CC(=O)Nc2ccc(OC(F)(F)F)cc2)c2ccccc2C1=O | -16%
Cc1cc(NC(=O)Nc2nnc(N3CCCCC3)s2)ccc1Br | -11%
Cc1ccc(NC(=O)N2CCCC(Cn3c(C4CC4)nc4cccnc43)C2)cc1F (stereo not drawn) | 5%
COc1ccccc1N1CCN(C(=S)NC(=O)/C=C/c2ccc(F)cc2)CC1 | -6%
C=CCNC(=O)C[C@@H]1CCN(C(=O)c2ccnc(Cl)c2)C[C@@H]1CC | -7%[86.2 µM]
Cc1ccccc1Nc1nc(-c2cc3cc(Cl)ccc3oc2=O)cs1 | -8%
COc1ccc(NC(=O)Cn2ncc3ccccc3c2=O)cc1 | 16%
CC1(C(=O)NCC2CC2)CCCc2cnc(NCc3ccccc3)nc21 (stereo not drawn) | 35µM*
CC(=O)C12CC3CC(C1)CC(C(C)=O)(C3)C2 | 8%
Cn1c(=O)c2c(ncn2CC(=O)Nc2ccc(Cl)cc2)n(C)c1=O | -1%
Cc1ccc(S(=O)(=O)N(C)c2ccc(OCC(=O)Nc3ccc(C(=O)N(C)C)cc3)cc2)cc1C | 20%
CC(NC(=O)Cn1ccc2cc(S(=O)(=O)N3CCCCCC3)ccc21)c1ccccc1 (stereo not drawn) | ?
C[C@@H]1CC2(CCCN2)C[C@H]1C | 19%
CC(=O)c1cccc(NC(=O)c2sc3nc(-c4ccc(F)cc4)cn3c2C)c1 | 2%
CCCc1nc2ccccc2c(C(=O)OCC(=O)NC(C)C(C)C)c1CC (stereo not drawn) | -24%
CCO[C@H]1CN(C(=O)c2cnn(-c3ccccc3OC)c2)C[C@@H]1O | -23%
COc1ccc(NC(=O)Nc2nnc(N3CCCCCC3)s2)cc1 | -15%
CCN(CC)CCCOC(=O)c1ccccc1 | 22%
CC1CCN(C(=O)c2cc3c(=O)n(C)c4cc(Cl)ccc4c3s2)CC1 | i

3 records drawn at random from those above, as already listed:
smiles | KDM5B inhibitor
Cc1ccc(S(=O)(=O)N(C)c2ccc(OCC(=O)Nc3ccc(C(=O)N(C)C)cc3)cc2)cc1C | 20%
Cc1cc(NC(=O)Nc2nnc(N3CCCCC3)s2)ccc1Br | -11%
CCN(CC)CCCOC(=O)c1ccccc1 | 22%

Next section:
smiles | KDM5B inhibitor
COc1ccccc1-c1cc(=O)c2cc(C)ccc2o1 | i
O=C(c1ccc(C(F)(F)F)cc1)N1CCC(c2nc(-c3ccc(S(=O)(=O)N4CCCC4)cc3)no2)CC1 | -9%
O=C(CSc1nc2ccccc2o1)NC1CCCCCC1 | 11%
COCC(=O)N1CC[C@H]2CC(=O)N(CCc3cccc(OC)c3OC)CC[C@H]2C1 | 42%[activator][86.2 µM]
C/C(=N\O)c1ccc(-n2cccc2)cc1 | 20%
Cc1ccc(-c2cnc(SCC(=O)Nc3ccc(F)c(F)c3)o2)cc1C | -9%
CN1CCN(S(=O)(=O)c2ccc(F)cc2)CC12CCNC(=O)CC2 (stereo not drawn) | -6%
COc1ccc(C2CCC(=O)N2Cc2ccc3c(c2)OCO3)cc1 (stereo not drawn) | -15%
O=C1CN(C(=O)CCC(=O)N2CCCC(c3nc(C4CCOCC4)no3)C2)c2ccccc2N1 (stereo not drawn) | ?
N#C/C(=C\c1ccc(F)cc1)C(=O)Nc1ccccn1 | ?
CCC(C)NC(=O)/C(C#N)=C/c1c(C)[nH]c2ccccc12 (stereo not drawn) | -4%
CCc1ccc2ncc3c(-c4ccc(C)cc4)nn(CC(=O)Nc4ccc(C)cc4)c3c2c1 | -2%
Cc1noc(-c2ccccc2Cl)c1C(=O)N1CCC(Cc2ccccc2)CC1 | -6%
COCCC(=O)N1CCCC(N2CCN(c3cccc(C(F)(F)F)c3)CC2)C1 (stereo not drawn) | 28%

These rows are one share of the data. The share of hits here may be higher or lower than overall.
